From PubChem BioAssay
SRC2 inh = inhibition of GAL4-SRC2 driven luciferase reporter, primary screen, SRC2 inhibitor project, cell-based, luminescence | Nuclear receptor coactivator 2 (Homo sapiens), Q15596 | HEK293 GAL4-SRC2 luciferase reporter | inhibition, % at 9 µM | actives 0.17% (n = 370,000) | AID 651957, 2012;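 active means inhibition above the mean inhibition of all tested compounds plus 3 SD, set per campaign, cut at about 52% in these data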;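 further: 0% = DMSO treated cells and 100% = cells given Gossypol at 36 µM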
COUP-TFII inh = NR2F2 transcriptional activity inhibitors, primary screen, cell-based, luciferase reporter, HEK293T, luminescence; COUP transcription factor 2 (Homo sapiens), P24468; HEK293T NGFI-A luciferase reporter; inhibition, % at 8.6 µM; actives 0.7% (n = 370,000); AID 686940, 2013;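 active means inhibition above a per-plate cutoff, mean inhibition of test wells between control levels plus 3 SD, cut at about 38% in these data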;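 further: cells cotransfected with COUP-TFII expression vector driving the NGFI-A reporter; 0% = median of COUP-TF2 test wells and 100% = reporter-only cells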
Target sequence (P24468 whole entry, looked up): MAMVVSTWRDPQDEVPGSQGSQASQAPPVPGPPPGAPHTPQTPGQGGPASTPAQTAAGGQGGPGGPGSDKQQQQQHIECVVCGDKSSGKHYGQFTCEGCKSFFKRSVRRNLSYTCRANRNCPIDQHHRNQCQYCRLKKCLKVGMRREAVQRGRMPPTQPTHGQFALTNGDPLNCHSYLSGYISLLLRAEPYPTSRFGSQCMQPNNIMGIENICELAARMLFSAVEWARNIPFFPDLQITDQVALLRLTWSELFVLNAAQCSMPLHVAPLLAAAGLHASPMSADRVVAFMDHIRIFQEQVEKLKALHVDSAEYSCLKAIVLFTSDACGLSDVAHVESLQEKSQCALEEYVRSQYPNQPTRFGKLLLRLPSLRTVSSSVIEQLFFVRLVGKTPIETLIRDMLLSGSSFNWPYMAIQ
KKLEB tox = cytotoxicity in KKLEB CF airway cells, primary screen, cytotoxicity control for CF NF-kB inhibitor project, cell-based, uHTS, fluorescence assay plates; KKLEB CF airway cells viability, ATPlite luminescence, overnight; stronger effect = lower value; cells stimulated with P. aeruginosa culture filtrate; activity change (cytotoxicity), % at 5 µM; actives 0.36% (n = 360,000); AID 602141, 2011;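 active means corrected activity change at or below -50% at 5 µM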
TROY NFkB inh = inhibitors of TROY-driven NF-kB signaling, primary screen, Q293 LMP1-TROYcd cells, NF-kB luciferase, uHTS. Q293 LMP1-TROYcd NF-kB luciferase reporter, 4 h. inhibition, % at 10 µM. actives 0.98% (n = 360,000);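 active means compounds whose plate-normalised and pattern-corrected inhibition of the luciferase reporter signal at the single screening dose is 50% or more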
NR5A2 inv ag = LRH-1 (NR5A2) inverse agonists, primary screen, cell-based, luminescence, HEK293T, StAR-luciferase reporter | AID 602396, 2012 | LRH-1 transfected, 24 h | Nuclear receptor subfamily 5 group A member 2 (Homo sapiens), O00482 | actives 0.13% (n = 360,000) | inhibition, % at 3.6 µM;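 active means inhibition above the mean inhibition of all tested compounds plus 3 SD, cut at about 73% in these data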;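 further: 0% = DMSO wells and 100% = reporter-only cells lacking LRH-1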
Target sequence (O00482 whole entry, looked up): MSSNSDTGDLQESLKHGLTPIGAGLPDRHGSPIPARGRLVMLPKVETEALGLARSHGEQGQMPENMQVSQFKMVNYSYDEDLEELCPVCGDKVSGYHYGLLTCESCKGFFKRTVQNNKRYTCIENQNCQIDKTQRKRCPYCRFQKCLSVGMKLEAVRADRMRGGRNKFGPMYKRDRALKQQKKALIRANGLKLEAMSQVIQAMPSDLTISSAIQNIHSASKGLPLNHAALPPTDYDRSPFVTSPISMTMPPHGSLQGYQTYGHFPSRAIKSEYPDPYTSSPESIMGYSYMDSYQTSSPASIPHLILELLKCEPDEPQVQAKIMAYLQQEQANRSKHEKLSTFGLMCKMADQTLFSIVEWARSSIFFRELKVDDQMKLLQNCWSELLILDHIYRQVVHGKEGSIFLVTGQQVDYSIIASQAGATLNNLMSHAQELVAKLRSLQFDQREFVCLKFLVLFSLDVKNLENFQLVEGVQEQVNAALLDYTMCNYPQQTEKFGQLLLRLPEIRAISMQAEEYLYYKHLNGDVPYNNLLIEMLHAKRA
LMP1 NFkB inh = EBV LMP1-driven NF-kappaB luciferase reporter inhibitors, primary screen, cell-based, luminescence, single point; LMP1-induced NF-kappaB luciferase reporter cells; inhibition, % at 12.5 µM; actives 0.69% (n = 350,000); AID 504558, 2011; in the data active means inhibition above about 41%;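 further: 0% = neutral control wells and 100% = reference inhibitor control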
TWEAK-Fn14 inh = inhibitors of TWEAK-Fn14 signaling, primary screen, luciferase reporter cells, uHTS | TWEAK-stimulated Fn14 reporter cells, luciferase luminescence, 8 h | inhibition, % at 10 µM | actives 2% (n = 360,000); in the data active means inhibition above about 50%
C8 TRAIL sens = viability loss with TRAIL in NB7+C8 cells, primary screen, TRAIL sensitizer project, cell-based, ATPlite luminescence; actives 1% (n = 360,000); AID 624354, 2012; inhibition (viability loss, TRAIL sensitization), % at 10 µM;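 active means compounds causing at least 50% loss of cell viability in the single-dose screen, relative to plate controls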
NCOA3 inh = SRC3 coactivator transcriptional activity inhibitors, primary screen, cell-based, luminescence. Nuclear receptor coactivator 3 (Homo sapiens), Q9Y6Q9. HEK293 GAL4-SRC3 luciferase reporter. inhibition, % at 3.6 µM. actives 0.17% (n = 360,000). AID 588352, 2011;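 active means inhibition above a per-campaign cutoff, the mean of all compounds plus 3 SD, cut at about 60% in these data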;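 further: 0% = DMSO-treated cells and 100% = gossypol-treated cells at 36 µM; higher means less SRC3-driven luciferase light from the GAL4 reporter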
CF NFkB inh = inhibitors of PAF-induced NF-kB signaling, primary screen, cell-based, GFP fluorescence, uHTS; KKLEB NF-kB-GFP reporter, GFP fluorescence overnight; inhibition, % at 5 µM; actives 0.86% (n = 360,000); AID 588850, 2011;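 active means at least 50% inhibition at 5 µM, scaled per plate between neutral and stimulator controls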;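 further: PAF is a Pseudomonas aeruginosa culture filtrate used as stimulus; plate controls were PAF-stimulated DMSO wells for no effect and unstimulated DMSO wells for full effect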
SRC1 inh = SRC1 coactivator transcriptional activity inhibitors, primary screen, cell-based, luminescence; HEK293 GAL4-SRC1 luciferase reporter; inhibition, % at 3.6 µM; actives 0.12% (n = 360,000);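 active means inhibition above the campaign mean plus 3 SD, with each screening campaign given its own cutoff, cut at about 60% in these data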;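 further: 0% = DMSO treated cells and 100% = gossypol at 36 µM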
Numbers without * were called inactive; · = not tested or not shown. This is a random part of the collection; 4.2% or so of the library scored in one or more.

SMILES	SRC2 inh	COUP-TFII inh	KKLEB tox	TROY NFkB inh	NR5A2 inv ag	LMP1 NFkB inh	TWEAK-Fn14 inh	C8 TRAIL sens	NCOA3 inh	CF NFkB inh	SRC1 inh
Cc1cc(/C=C2\C(=N)N3N=C(CC(=O)N4CCOCC4)SC3=NC2=O)c(C)n1-c1ccccc1	-19	0	-4	5	-15	0	-8	17	3	7	0
C/C(N)=C(/C#N)C(=O)CSc1nc2ccccc2[nH]1	-36	-40	4	-63	-81	-19	-10	6	-62	-2	-50
CCn1cc(C(=O)NCCCN2CCCC2)c(=O)c2cc(S(=O)(=O)N3CCc4ccccc4C3)ccc21	4	17	6	-17	2	9	-15	2	10	-8	-2
CCOC(=O)C1CCN(S(=O)(=O)c2c(Cl)ccc3nonc23)CC1	-140	10	-44	68*	8	23	75*	41	-3	90*	-28
COc1ccc(C2NC(=O)NC(C)=C2C(=O)OC2CCC(C)CC2)cc1 (stereo not drawn)	19	5	-14	8	9	2	-1	-4	4	2	-7
O=C(Cn1cccc1C(=O)c1ccccc1)NCc1cccnc1	11	2	6	·	11	1	6	0	-4	-2	10
CC(C)[C@H](N)C(=O)NC[C@H]1CC[C@H](C(=O)N[C@@H](Cc2ccccc2)C(=O)O)CC1	-20	-16	4	0	-21	-6	10	4	-24	0	-4
COc1ccccc1NC(=O)CC(NCc1ccccc1)C(=O)O (stereo not drawn)	11	2	3	23	-3	-2	-10	3	7	7	-6
CCC(C)NC(=S)NNC(=O)c1ccncc1 (stereo not drawn)	-3	-8	0	-8	-8	-14	-3	5	-9	1	16
Cc1cccc(C)c1NC(=O)C1(N2C(=O)CC2c2ccccc2)CCCCC1 (stereo not drawn)	-2	12	6	21	11	-3	0	4	27	-25	11

Full records as entered above. Order of values: SRC2 inh	COUP-TFII inh	KKLEB tox	TROY NFkB inh	NR5A2 inv ag	LMP1 NFkB inh	TWEAK-Fn14 inh	C8 TRAIL sens	NCOA3 inh	CF NFkB inh	SRC1 inh
Entry for `Cc1cccc(C)c1NC(=O)C1(N2C(=O)CC2c2ccccc2)CCCCC1` (stereo not drawn) : -2	12	6	21	11	-3	0	4	27	-25	11
Entry for `COc1ccccc1NC(=O)CC(NCc1ccccc1)C(=O)O` (stereo not drawn) : 11	2	3	23	-3	-2	-10	3	7	7	-6

The list continues:
SMILES	SRC2 inh	COUP-TFII inh	KKLEB tox	TROY NFkB inh	NR5A2 inv ag	LMP1 NFkB inh	TWEAK-Fn14 inh	C8 TRAIL sens	NCOA3 inh	CF NFkB inh	SRC1 inh
CC(=O)c1c(C)[nH]c(C(=O)CSc2nnc(-c3ccco3)n2Cc2ccccc2)c1C	-7	-9	2	-5	-26	4	36	14	2	-3	-19
COc1ccc(C(=O)O)cc1S(=O)(=O)Nc1ccc2cn[nH]c2c1	-11	5	8	-3	10	3	14	-12	-12	-12	-11
O=C(N/N=C/c1ccc(Br)cc1)c1ccc(Br)o1	-54	-56	21	-63	-135	-9	-10	33	-90	-18	-95
CCCOc1ccc(/C(O)=C2\C(=O)C(=O)N(c3ccccn3)C2c2ccccc2F)cc1C (stereo not drawn)	-43	-9	-5	-8	-77	-2	-8	3	-70	20	-69
O=C(NC12CC3CC(CC(C3)C1)C2)N1CCN(c2ncccn2)CC1	0	4	-4	-15	-2	-2	-5	-2	0	1	-17
COc1ccc(NC(=O)C(CCSC)NC(N)=O)cc1NS(=O)(=O)c1ccc(F)cc1 (stereo not drawn)	16	-2	6	-6	-13	-1	-1	2	-11	2	-1
Cc1ccc(S(=O)(=O)NCCSCc2ccco2)cc1	-17	-5	3	19	2	-5	3	1	4	22	2
Cc1cc(OCC(=O)NCCc2cccc(F)c2)c2c(C)cc(=O)oc2c1	-11	3	-4	-13	-3	10	-11	16	21	-12	-14
COc1cccc(N2CC(O)=C(c3nc4ccccc4s3)C2=N)c1	-37	-64	4	-29	10	18	-62	10	-51	-3	-19
CC(=O)Nc1ccc(N=Cc2c(O)ccc3ccccc23)cc1	-5	2	-7	15	8	-1	1	-11	9	5	-2
COc1ccc(/C=C2/C(=N)N3N=C(CC(=O)N4CCCC4)SC3=NC2=O)cc1OC	-13	12	-9	2	-21	6	1	7	7	-6	17
CCOC1(C(F)(F)F)NC(=O)N(Cc2ccc(OC)cc2)C1=O (stereo not drawn)	-10	10	1	-14	25	1	23	4	-3	6	-5
O=c1c2ccccc2[nH]c(=S)n1CCCN1CCN(c2ccccc2F)CC1	-9	-20	5	-9	-3	2	-77	14	-86	-41	-3
CCCCN(C=O)c1c(CC)nc2ccc(C(=O)NCc3ccccc3OC)cn12	1	2	-10	-13	-11	·	-90	-9	-5	-6	-9
N#CCCCc1cn(-c2nc3ccccc3s2)nn1	-43	-44	·	-45	-69	·	4	4	·	·	·
C/C(=N\OCC(=O)NC12CC3CC(CC(C3)C1)C2)c1cc2ccccc2o1	-26	0	5	-27	14	0	-4	-3	-2	-3	-8
COc1ccccc1N1CCN(CC(=O)c2ccc(F)cc2)CC1	-16	-2	3	12	6	-3	-1	6	-9	2	7
C=C1C2=C(C(=O)N1OC)[C@@H](O)[C@@](C)(O)[C@@H](CCCCC)O2	·	·	-1	-41	-13	·	-7	-6	26	11	8
COc1cccc(NC2C=CS(=O)(=O)C2)c1 (stereo not drawn)	9	13	11	1	2	-3	9	-12	16	1	-23
CCOC(=O)c1ccc(NCc2ccncc2)cc1	11	-9	3	-16	-1	6	-3	13	-13	-13	8
Cc1cc(N2C(=O)C(O)=C(C(=O)c3cc4ccccc4o3)C2c2cccc(Cl)c2)no1 (stereo not drawn)	19	9	10	-7	-14	5	9	9	-12	-8	-7
CCC(=O)NC(C)C(c1cccs1)N1CCN(Cc2ccccc2)CC1 (stereo not drawn)	-1	-2	2	-12	10	-3	-1	3	-6	19	-13
CCCN(CCC)S(=O)(=O)c1ccc(C(=O)Nc2nc3c(s2)CCc2ccccc2-3)cc1	8	-2	0	20	-10	-10	-42	3	12	19	4
C#CCOCCOCCOCCNc1nc(N2CCN(C(=O)[C@H](C(C)C)n3cc(CCO)nn3)CC2)nc(N2CCN(C(=O)[C@H]([C@@H](C)CC)n3cc(CCC(=O)O)nn3)CC2)n1	6	10	5	5	10	11	-3	-20	-6	-1	-9
CCC(=O)Nc1ccc(Cl)c(NC(=S)NC(=O)COc2ccccc2)c1	-3	-19	-1	-33	11	13	-42	-3	-12	8	-2
O=C(Nc1ccccc1)Nc1ccc(Oc2cccnc2)nc1	-26	-30	12	-12	-43	-19	-15	15	-23	-17	-4
CC(=O)c1ccc(NC(=O)CCNS(=O)(=O)c2cccc3nonc23)cc1	20	-7	-6	12	0	-6	2	17	7	10	-6
COc1ccccc1CNC(=O)C1CC2Cn3c(nc4cc(C)c(C)cc43)C2N1C (stereo not drawn)	1	-8	-2	-13	9	-2	-8	5	-1	4	2
CC(C)(C)NS(=O)(=O)c1ccc(NC(=S)NC(=O)C2CC2)cc1	24	-1	11	13	6	-12	17	-8	8	-2	5
O=C(/C=C/c1ccccc1)NCCSCc1ccc(Cl)cc1	3	-8	-1	13	-8	6	-17	12	-10	-8	17
CC(C)(C)c1ccc(S(=O)(=O)NC(=O)C2(C)CCN2C(=O)Cc2ccc(-c3ccccc3)cc2)cc1 (stereo not drawn)	-3	4	-4	6	16	·	18	-9	-6	-20	1
CCc1ccc(-c2nc(CN3CCC(C(=O)NCCc4ccc(OC)c(OC)c4)CC3)c(C)o2)cc1	-20	-2	-2	0	5	-3	-5	6	0	-8	-24
CC(Oc1ccccc1F)c1nnc(SCC(=O)NCc2ccc3c(c2)OCO3)o1 (stereo not drawn)	-6	4	7	0	15	9	3	-10	-24	-11	-23
CCOC(=O)C1=C[C@@H](CC)N(S(=O)(=O)c2ccc(C)cc2)[C@H]1c1ccccc1	18	14	-15	14	12	·	3	8	-4	32	6
Cc1ccc(NC(=O)c2sc3ccccc3c2Cl)nc1	-37	-47	-48	52*	-122	32	75*	70*	-86	8	-160
COc1cc(C(=O)NNC(=O)CNC(=O)C2CCCCC2)ccc1OC(C)C	-4	12	5	0	-2	3	-10	-4	-5	16	-10
CCOc1cc(CN2CCCCCC2)ccc1OC	-12	-5	-4	-1	-3	16	14	-4	-5	19	-3
O=C(Cc1cccs1)N(c1ccc(Br)cc1)C1C=CS(=O)(=O)C1 (stereo not drawn)	21	-2	7	-14	-3	1	14	-4	1	-7	0
COc1cc(C(=O)Nc2ccc(C(C)=O)cc2)c(Br)c(OC)c1OC	-52	-36	-13	-60	-87	-18	-42	-5	-39	9	-51
COC(=O)[C@]1(C)N[C@H](CN(C)C(=O)Nc2ccc(C)cc2)[C@@H]2C(=O)N(Cc3ccccc3)C(=O)[C@@H]21	17	-11	23	-12	1	-14	-3	-8	0	3	-24
Cc1ccc(S(=O)(=O)N2CN(CC3CCCO3)c3nc4ccccc4nc32)cc1 (stereo not drawn)	5	-16	1	-10	-8	-2	8	9	7	14	10
CN(C)S(=O)(=O)c1cc(NC(=O)COC(=O)CCc2ccccc2)ccc1Cl	9	9	4	12	11	-12	1	10	-13	-6	-18
O=C(Nc1ccn(Cc2ccccc2F)n1)c1ccc(COc2cccc(Br)c2)cc1	-57	-38	-1	-69	-138	-4	-2	18	-84	5	-98
COc1ccc(OC)c(/C=C/C(=O)OCC(=O)Nc2ccc(Cl)c(S(=O)(=O)N(C)C)c2)c1	-6	5	3	5	4	-4	2	5	9	11	9
Cc1cc(C)c(OCC(=O)NCC(c2ccco2)N2CCCCC2)c(C)c1 (stereo not drawn)	16	11	-2	4	-9	1	0	-3	-4	-5	6
CCc1nnc(NC(=O)/C=C/c2ccco2)s1	-90	-30	-33	-1	-68	-21	-50	-2	-41	1	-65
COc1cc(OC)c(N2CC34C=CC(O3)C(C(=O)O)C4C2=O)cc1Cl (stereo not drawn)	-9	7	5	16	7	1	11	8	-24	6	8
CC1CCCC(C)N1C(=O)c1cc(F)c(F)cc1Cl (stereo not drawn)	6	0	3	-8	9	5	-3	14	6	-13	5
CC(=O)Nc1ncc(N=Nc2cccc(C(F)(F)F)c2)s1	8	9	-8	-49	-16	-11	27	8	-45	5	22
O=C(CN(C(=O)c1ccccc1Cl)C1CCCCC1)Nc1ccc(Cl)c([N+](=O)[O-])c1	-43	-8	-32	10	9	-5	40	6	20	4	8
O=C(Nc1ccc(Br)c2ccccc12)c1ccc2ccccc2c1O	1	24	-46	51*	-2	16	55*	37	26	54*	6
